# Assay outcomes as filed in PubChem.
# CHRM1 antagonist = antagonists of human M1 muscarinic receptor | CHO-K1 hM1, Fluo-8 calcium fluorescence, ACh EC80 antagonist | inhibition, % at 3 µM | 360,000 tested, 1.3% active | AID 588852;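 active = percent inhibition above its own plate's cutoff, namely the mean of that plate's compound wells plus 3 SD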;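 also: peak over basal fluorescence ratio during 140 s after agonist addition; 0% = ACh EC80 plus DMSO and 100% = DMSO alone without agonist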
# Target sequence (P11229 whole entry, looked up): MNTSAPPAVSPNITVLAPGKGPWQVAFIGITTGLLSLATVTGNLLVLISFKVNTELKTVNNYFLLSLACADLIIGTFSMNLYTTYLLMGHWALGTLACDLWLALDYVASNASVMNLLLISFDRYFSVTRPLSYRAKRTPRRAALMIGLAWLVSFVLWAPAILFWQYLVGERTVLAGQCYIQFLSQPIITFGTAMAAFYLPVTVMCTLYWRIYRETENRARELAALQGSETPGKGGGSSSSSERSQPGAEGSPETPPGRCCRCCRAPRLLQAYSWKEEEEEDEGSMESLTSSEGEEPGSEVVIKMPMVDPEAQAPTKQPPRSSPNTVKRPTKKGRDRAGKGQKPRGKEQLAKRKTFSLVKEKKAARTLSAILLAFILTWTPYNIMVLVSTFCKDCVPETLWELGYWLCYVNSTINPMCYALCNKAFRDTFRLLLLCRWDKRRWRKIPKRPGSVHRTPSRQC
# M1 PAM = potentiates human M1 receptor response to acetylcholine | P11229 | CHO-K1 hM1, Fluo-8 calcium fluorescence, ACh EC20; 0% = ACh EC20, 100% = maximal ACh | activation, % at 3 µM | 360,000 tested, 0.088% active; in the data active = activation above about 19%, passing the limit was not always enough
# OXTR potentiate = potentiates the human oxytocin receptor response; activation, % at 3 µM; CHO-OTR cells, Fluo-8 calcium fluorescence, potentiator mode; 0% = oxytocin EC15, 100% = EC100; 320,000 tested, 0.061% active; AID 2445;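 active = activation above that plate's cutoff, the mean activation of tested compounds plus 3 SD, cut at about 6.6% in these data, passing the limit was not always enough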;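 also: 100% uses oxytocin at 75 nM as the full agonist control; some results filed as inactive read as strong as hits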
#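 System: human OTR in CHO cells; Also added: sub-maximal oxytocin, roughly EC15; Timing: compound 6 min at room temperature before oxytocin, 100 s read; Technique: Fluo-8 intracellular calcium fluorescence, ex 470-495, em 515-575 nm; Controls: oxytocin EC15 low and EC100 high; Replication: singlicate.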
# CHO-K1 Ca ag = counter-screen for M1 agonists: effect in parental CHO-K1 cells; Fluo-8 calcium fluorescence; scaled to maximal ATP response, vehicle zero; activation, % at 3 µM; 360,000 tested, 0.48% active; AID 602248; in the data active = activation above about 15%;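 also: untransfected CHO-K1 host cells lacking M1 receptor as counterscreen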
# M4 ag = agonists of human muscarinic M4 receptor (CHRM4); P08173; CHO-K1 hM4/Gqi5, Fluo-8 calcium fluorescence; vehicle 0%, full acetylcholine response 100%; activation, % at 3 µM; 360,000 tested, 0.14% active; AID 624127;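 active = activation above the run mean over all test wells plus 3 SD, cut at about 32% in these data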;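 also: peak over basal fluorescence ratio per well then scaled between controls; 0% = DMSO wells and 100% = acetylcholine at EC100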
# Target sequence (P08173 whole entry, looked up): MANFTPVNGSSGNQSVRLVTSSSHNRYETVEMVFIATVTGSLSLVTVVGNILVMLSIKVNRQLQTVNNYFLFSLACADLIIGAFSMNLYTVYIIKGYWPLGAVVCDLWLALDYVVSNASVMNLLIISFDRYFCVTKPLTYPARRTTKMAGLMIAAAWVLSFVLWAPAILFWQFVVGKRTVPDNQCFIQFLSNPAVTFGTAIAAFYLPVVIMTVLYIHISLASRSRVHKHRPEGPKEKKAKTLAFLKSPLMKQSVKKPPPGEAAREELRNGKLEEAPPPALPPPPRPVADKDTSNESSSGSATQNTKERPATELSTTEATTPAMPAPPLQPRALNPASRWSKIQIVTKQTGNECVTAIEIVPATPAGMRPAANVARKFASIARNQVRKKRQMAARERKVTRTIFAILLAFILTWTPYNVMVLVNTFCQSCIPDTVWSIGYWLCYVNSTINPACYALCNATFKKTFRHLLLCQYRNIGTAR
# CHO-K1 Ca antag = nonselective inhibitor or artifact in parental CHO-K1 cells | inhibition, % at 3 µM | ATP-induced calcium, Fluo-8 fluorescence | 360,000 tested, 0.6% active;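 active = inhibition above a per-plate cutoff, the plate's mean sample inhibition plus 3 SD, cut at about 24% in these data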;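 also: 0% = DMSO plus EC80 ATP and 100% = DMSO alone without ATP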
# CHO parental Ca = counter-screen for OX1R antagonists: effect in parental CHO cells; 330,000 tested, 0.63% active; inhibition, % at 5.6 µM; parental CHO-K1, ATP-induced calcium, Fluo-8 fluorescence; AID 463079;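 active = inhibition above that plate's mean sample inhibition plus 3 SD, cut at about 26% in these data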;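 also: 0% = ATP-challenged DMSO wells and 100% = DMSO wells without ATP; some compounds past the cut are filed as inactive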
#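 Test system: parental CHO cells; detection: calcium-sensitive Fluo-8 fluorescence; evaluation: percent inhibition of calcium signal; also added: ATP as calcium-mobilizing challenge; repeats: one well per compound; control set: ATP-challenged DMSO wells low, unchallenged DMSO wells high; compound: single nominal dose of 5.6 µM per compound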
# M4 antag = CHRM4 antagonism in calcium assay; CHO-hM4 cells, ACh EC80, Fluo-8 calcium fluorescence; inhibition, % at 3 µM; 360,000 tested, 0.73% active; AID 624125;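 active = inhibition above its plate's cutoff, the mean inhibition of sample wells plus 3 SD, cut at about 27% in these data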;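 also: 0% = acetylcholine EC80 with DMSO and 100% = DMSO without agonist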
# CHRM1 agonist = human M1 muscarinic receptor agonism; CHO-K1 hM1, Fluo-8 calcium fluorescence, agonist mode; 0% DMSO, 100% acetylcholine EC100; AID 588814; 360,000 tested, 0.33% active; activation, % at 3 µM; P11229;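 active = activation above the run's mean compound activation plus 3 SD, cut at about 16% in these data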;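 also: peak over basal fluorescence ratio within a 140 s kinetic read after compound addition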
# An asterisk follows results filed as active; x = no result given.
# Each structure is followed by: CHRM1 antagonist, M1 PAM, OXTR potentiate, CHO-K1 Ca ag, M4 ag, CHO-K1 Ca antag, CHO parental Ca, M4 antag, CHRM1 agonist
- O=C(CSc1ccccc1)N1CCC(N2CCC(C(=O)N3CCCC3)CC2)CC1
→ 1, 2, -9, 0.3, 1, -11, -9, -3, -3
- COC(=O)[C@H](C)NC(=O)Nc1ccc(OC(F)(F)F)cc1
→ 3, -2, -16, 0.1, 2, -11, 8, 3, -1
- CCCCCCCC(=O)C(C)C(=O)N(C)[C@H](Cc1ccc(OC)cc1)C(=O)N(C)[C@H](C(N)=O)C(C)C (stereo partly drawn)
→ -14, 7, -8, 0.1, 2, -7, -27, -15, -6
- O=C(C[C@H]1C[C@H](C(=O)N2CCOCC2)[C@@]2(CCC3CCCC3)c3[nH]c4cc(-c5ccco5)ccc4c3CCN2C1=O)NCc1cccc(C(F)(F)F)c1
→ 5, 3, x, 0.5, 0, -8, -14, -6, -3
- CCc1ccc(NC(=O)N(C2CCC(C)CC2)C2CCN(C(C)=O)CC2)cc1 (stereo not drawn)
→ -16, 9, -7, 0.8, 1, -17, -4, -2, -11
- NCCn1c(-c2ccccc2)cc(C(=O)O)c1-c1ccccc1F
→ -9, 10, -2, 0.2, 0, -17, -10, -5, -2
- Fc1ccc(Nc2nc(-c3ccncc3)nc3ccccc23)cc1
→ 7, 5, 0, 0.0, 2, 9, -9, 2, -2
- O=C(CN1C(=O)CCC1=O)Nc1ccc(Cc2ccc(NC(=O)CN3C(=O)CCC3=O)cc2)cc1
→ 12, -2, -4, 0.7, 2, -1, -7, 4, 2
- CCN(Cc1cnn(C)c1)C(=O)c1cc(COc2cc(C)c(Cl)c(C)c2)on1
→ 4, 0, -1, 6.4, 8, -7, -19, -3, 0
- CC(C)c1ccc(C(O)P(=O)(OC2CCCCC2)OC2CCCCC2)cc1 (stereo not drawn)
→ -21, 8, -16, 1.9, 0, -13, -21, -5, 0
- COc1ccc(CNC(=O)CN(C)S(=O)(=O)c2ccccc2)cc1
→ -6, 9, -15, 0.8, 2, -17, -5, -3, -3
- Cc1cc(-n2c(C)cc(C(=O)COc3ccc([N+](=O)[O-])cc3)c2C)no1
→ -17, 14, -12, 0.6, 1, -6, 3, -3, -7
- O=C(c1ccc(Cl)cc1)c1cnc2ccccn12
→ -10, 5, -6, 0.6, 0, 0, -19, 7, -6
- CN(C)CCNC(=O)Nc1ccc(F)cc1F
→ -7, 11, 1, 0.2, 1, -11, 0, 10, -1
- CC(C)Oc1ccc(Oc2ccc(C(F)(F)F)cn2)cc1
→ -5, 3, 2, 0.3, 0, 0, -6, -5, -2
- CC1CCN(CC[C@H]2CCCN2S(=O)(=O)c2cccc(O)c2)CC1
→ 27, -20, 1, 0.0, 1, 5, -16, 51*, -8
- Cc1nc(Nc2ccccc2F)c2oc3ccccc3c2n1
→ -5, 5, -15, 2.4, 14, -7, -24, -19, -8
- O=C(Nc1cccc(F)c1)C1CCN(S(=O)(=O)c2cnc[nH]2)CC1
→ 2, 0, -6, 1.0, 1, -10, 6, 3, -2
- CC1CCN(C(=S)NC2CCCCC2)CC1
→ -5, 7, -19, 0.1, 0, -16, -7, -2, -3
- O=C(CSc1nc(-c2ccccc2)nc2c1CCCC2)N1CCOCC1
→ -11, 4, -21, 0.9, 0, -6, -2, 4, -3
- COc1ccc(CCNC(=O)c2cc(C3CC3)on2)cc1OC
→ -13, 9, -3, 1.1, 1, -12, -1, 2, -3
- CCN(CC)c1cccc(OC(=O)c2cccnc2Cl)c1
→ -10, 4, -2, -0.5, 0, -17, -29, -12, -8
- COc1ccc(OCC(=O)Nc2ccc(N3CCOCC3)cc2)cc1
→ -5, 3, 4, 1.4, 1, -20, -8, 11, 2
- CN(Cc1c(F)cccc1Cl)C(=O)C1=CC=CN2CCS(=O)(=O)N=C12
→ -5, 7, 2, 0.0, 2, -5, -10, 0, -3
- O=C(COC(=O)Cc1cccc(C(F)(F)F)c1)NC(=O)NC1CCCC1
→ -5, 17, -6, 2.2, 1, -2, 1, -9, 5
- COc1ccc(NC(=O)[C@H](C)NC(=O)[C@@H]2Cc3ccccc3CN2C(=O)OC(C)(C)C)cc1
→ -13, 9, -4, 5.7, 0, 0, -23, 1, -1
- Cc1nn(-c2ccccc2)c(C)c1-c1nnc(C(F)(F)F)o1
→ -4, 2, -8, -0.8, -1, -10, -2, -11, -5
- Cc1cc(S(=O)(=O)NC2CCCCC2)ccc1-n1cnnn1
→ -7, 8, -16, 5.2, 6, -16, -2, 3, -3
- Cc1nnsc1-c1nnc(SCC(=O)c2ccc(C#N)cc2)n1C1CC1
→ -6, 1, -8, 1.5, 2, -16, -1, -3, -2
- Cc1ccc2nc(SCC(=O)N(CC(C)C)c3c(N)n(Cc4ccccc4)c(=O)[nH]c3=O)[nH]c2c1
→ 5, 8, 1, 2.9, 1, -6, -28, 7, 0

# An excerpt taken from the entries so far, as a working copy:
# Each structure is followed by: CHRM1 antagonist, M1 PAM, OXTR potentiate, CHO-K1 Ca ag, M4 ag, CHO-K1 Ca antag, CHO parental Ca, M4 antag, CHRM1 agonist
- COc1ccc(CCNC(=O)c2cc(C3CC3)on2)cc1OC
→ -13, 9, -3, 1.1, 1, -12, -1, 2, -3
- CCN(CC)c1cccc(OC(=O)c2cccnc2Cl)c1
→ -10, 4, -2, -0.5, 0, -17, -29, -12, -8
- COc1ccc(OCC(=O)Nc2ccc(N3CCOCC3)cc2)cc1
→ -5, 3, 4, 1.4, 1, -20, -8, 11, 2
- CN(Cc1c(F)cccc1Cl)C(=O)C1=CC=CN2CCS(=O)(=O)N=C12
→ -5, 7, 2, 0.0, 2, -5, -10, 0, -3
- O=C(COC(=O)Cc1cccc(C(F)(F)F)c1)NC(=O)NC1CCCC1
→ -5, 17, -6, 2.2, 1, -2, 1, -9, 5
- COc1ccc(NC(=O)[C@H](C)NC(=O)[C@@H]2Cc3ccccc3CN2C(=O)OC(C)(C)C)cc1
→ -13, 9, -4, 5.7, 0, 0, -23, 1, -1
- Cc1nn(-c2ccccc2)c(C)c1-c1nnc(C(F)(F)F)o1
→ -4, 2, -8, -0.8, -1, -10, -2, -11, -5
- Cc1cc(S(=O)(=O)NC2CCCCC2)ccc1-n1cnnn1
→ -7, 8, -16, 5.2, 6, -16, -2, 3, -3
- Cc1nnsc1-c1nnc(SCC(=O)c2ccc(C#N)cc2)n1C1CC1
→ -6, 1, -8, 1.5, 2, -16, -1, -3, -2
- Cc1ccc2nc(SCC(=O)N(CC(C)C)c3c(N)n(Cc4ccccc4)c(=O)[nH]c3=O)[nH]c2c1
→ 5, 8, 1, 2.9, 1, -6, -28, 7, 0

# (next part)
# Each structure is followed by: CHRM1 antagonist, M1 PAM, OXTR potentiate, CHO-K1 Ca ag, M4 ag, CHO-K1 Ca antag, CHO parental Ca, M4 antag, CHRM1 agonist
- CNC(=S)/N=C/NOCc1ccc(Cl)cc1Cl
→ 16, -14, -33, 11, 11, 16, 12, 10, -6
- COc1ccc(CCNC(=O)c2ccccc2OCc2ccccc2)cc1
→ -9, 3, -9, 1.1, 5, -13, -10, 3, -3
- CCCCC(C(=O)NC(C)(C)C)N(Cc1ccco1)C(=O)c1snc(C(N)=O)c1N (stereo not drawn)
→ 2, 1, -10, 1.1, 4, -1, -21, -4, -3
- Cc1nc2sc(C(=O)O)c(N)c2c2c1COC(C)(C)C2
→ -2, 5, -8, 0.1, 1, -4, -22, 11, -3
- Cn1c(=O)c2ncn(C)c2n(C)c1=O
→ -12, 21, x, 0.4, 0, -4, x, -7, 4
- Cc1ccc(NC(=O)COC(=O)CCc2nc3ccccc3c(=O)[nH]2)c(Br)c1
→ -5, 2, -2, 0.2, 1, -11, -7, -13, -5
- CC1CCN(C(=O)c2ccc(NC3=C(Cl)C(=O)N(Cc4ccccc4)C3=O)cc2)CC1
→ -9, 2, x, 2.3, 7, -6, x, -16, -1
- COc1ccc(-c2cc(C(F)(F)F)nc(SCC(=O)NCCCN3CCOCC3)n2)cc1
→ -7, 12, -4, 0.0, 2, 15, -18, -2, -4
- COC(=O)c1cc(NC(=O)c2cc(-c3ccccc3Cl)oc2C(F)(F)F)ccc1N1CCOCC1
→ -9, 0, -2, 0.6, 1, -8, -36, -4, -6
- CCN(C(=O)COC(=O)C1CCN(S(=O)(=O)c2ccc(C)c(C)c2)CC1)C1CCCCC1
→ 15, -11, -8, 0.6, 5, -15, -22, 7, -7
- CC1CCC(CC(=O)O)(C(=O)O)CC1 (stereo not drawn)
→ -18, 7, x, 0.9, 0, -16, x, 9, 0
- CC(=O)[C@H]1[C@H]([C@H](O)[C@H](O)CO)O[C@](O)(C(=O)O)C[C@@H]1O
→ 0, -1, 1, 0.6, 0, -2, -6, -1, -2
- N#Cc1ccc(-c2csc(NC(=O)c3cc(-c4cccs4)nc4ccccc34)n2)cc1
→ -2, 6, -10, 0.8, 2, 2, -7, 13, -5
- Cc1cccc(C)c1-n1nnnc1C(c1ccnc2ccccc12)N1CCCC1 (stereo not drawn)
→ x, x, x, 0.0, -1, -7, x, -11, x
- O=[N+]([O-])/C(C(Cl)=C(Cl)Cl)=C(/Sc1ccccc1)N1CCCCC1
→ -13, 13, 4, 0.2, 1, -16, -26, 6, -3
- Clc1ccc(SCc2cn3ccccc3n2)cc1
→ -10, 6, -13, -0.2, 0, -1, -18, -4, -12
- Cc1ccnc2nc(C(=O)OCCOc3ccccc3)nn12
→ 2, 0, -4, 0.6, 1, -9, -4, 2, -4
- CCN(CC)S(=O)(=O)c1ccc(S(=O)(=O)N(Cc2ccccn2)Cc2ccco2)cc1
→ 4, 2, -4, 7.7, 10, -3, -1, 11, -4
- C=CCn1c(SCC(=O)c2ccc(OC)cc2)nnc1-c1ccc2c(c1)OCO2
→ -2, 2, -8, 11, 5, 0, -16, -6, -3
- O=[N+]([O-])c1ccc(N2N=C(c3ccccc3)CC2c2ccccc2O)cc1 (stereo not drawn)
→ 12, -1, x, 3.0, 21, 6, x, 26, 2
- N#Cc1nc(-c2cccs2)oc1NCCc1ccccc1
→ -9, 7, -9, 0.4, 2, -12, -12, 10, -4
- Cn1nc(C(F)(F)F)c(CO)c1Sc1ccc(F)cc1
→ -1, 0, 2, 0.2, 0, 1, 29*, 4, -8
- Cc1cccc(OCCC(=O)NNC(=O)c2ccoc2C)c1
→ 0, 8, 4, -0.7, 0, 4, -11, -8, 0
- CCOC(=O)c1c(NC(NC(C)=O)C(Cl)(Cl)Cl)sc2c1CCCC2 (stereo not drawn)
→ -6, 9, -7, 0.1, -2, -8, -36, -10, -11
- O=C1CSc2ccc(C(=O)NCC(c3ccco3)N3CCCCC3)cc2N1 (stereo not drawn)
→ 0, 2, -7, 2.5, 1, -17, -3, 5, -5
- CC(=O)c1cccc(-c2ccnc3c2CC(C(=O)NCC2CCOCC2)O3)c1 (stereo not drawn)
→ -12, 8, x, 0.3, 2, -8, x, -22, -1
- CCN1CCCC1CNC(=O)C(=O)NC (stereo not drawn)
→ -2, 2, 2, 0.3, 1, -12, 1, -3, -4
- COCCCNC(=S)N/N=C/c1ccccc1O
→ 6, 1, 4, 0.9, 0, -1, -9, -4, 0
